High-throughput results as filed in PubChem BioAssay.
Growth percent in the NCI-60 one-dose screen (48 h, 10 µM unless noted): 100 = growth as untreated, 0 = no growth, -100 = all killed.
SN12C: SN12C renal cancer cells. AID 1794767. 3.8% of 81,000 active
IGROV1: IGROV1 ovarian cancer; 4.7% of 79,000 active; AID 1794786
TK-10: TK-10 renal cancer cells | 3.9% of 81,000 active | AID 1794769
786-0: 786-0 renal cancer cells. 5.1% of 81,000 active. AID 1794775
RXF 393: RXF 393 renal cancer cells | AID 1794773 | 6.9% of 77,000 active
SK-OV-3: SK-OV-3 ovarian cancer cells | AID 1794785 | 3.2% of 80,000 active
ACHN: ACHN renal cancer. 4.9% of 81,000 active
UO-31: UO-31 renal cancer; 5.2% of 81,000 active; AID 1794768
Starred values were filed as active, the others as inactive; . = no result given; & = joins results of further samples; ! = a repeat was not active. How the source made its calls: active means growth percent below 10; inactive means the rest.

SMILES | SN12C | IGROV1 | TK-10 | 786-0 | RXF 393 | SK-OV-3 | ACHN | UO-31
CC(=O)[C@H]1CC[C@H]2[C@@H]3CC[C@@H]4CC(=O)CC[C@]4(C)[C@H]3C[C@H](O)[C@]12C | 96.2 | 100.3 | 415.4 | 96.8 | 87.6 | 91.8 | 94.7 | 86.3
Cn1c(=O)[nH]c(=O)c2nc3c(nc21)-c1ccccc1C3=O | 96.6 | 108.3 | 101.6 | 100.9 | 99.3 | 110.6 | 94.2 | 83.8
CCCCC1(COC(=O)CCC(=O)O)C(=O)N(c2ccccc2)N(c2ccccc2)C1=O | 95.2 | 111.4 | 125.0 | 104.8 | . | 108.5 | . | 80.8
CCOC(=O)C1=C(c2ccccc2)N=c2s/c(=C/c3ccc(Br)cc3)c(=O)n2C1c1ccc(O)cc1 (centres undefined) | 85.2 | 93.1 | 91.7 | 77.4 | 101.5 | 104.4 | 104.0 | 78.5
O=C(c1ccc(O)c(Br)c1)c1ccc(O)c(Br)c1 | 94.4 | 114.3 | 99.4 | 107.4 | 107.2 | 116.4 | 101.5 | 98.5
COc1cc2nc(-c3ccc(NC(=O)/C=C/c4ccc(F)cc4)cc3)sc2c(OC)c1OC | 104.8 | 97.7 | 121.3 | 95.4 | 97.2 | 107.0 | 107.6 | 71.9
CCCCC[C@H](O)C/C=C1/C(=O)C=C[C@@H]1C/C=C\CCCC(=O)OC | 11.5 | . | 82.3 | 44.0 | 70.8 | 117.9 | 75.9 | 81.5
N#Cc1c(Nc2ccc(Cl)cc2)n[nH]c1-c1cccs1 | 95.0 | 71.7 | 128.4 | 95.9 | 86.7 | 95.7 | 91.5 | 78.4
O=c1cc[nH]c2c(Cl)c3nnn(OCc4ccc([N+](=O)[O-])cc4)c3cc12 | 119.3 | 93.3 | 179.0 | 114.4 | 185.4 | 96.0 | 104.3 | 78.3
Fc1ccc(NCc2nnc(-c3ccc(F)cc3)o2)cc1 | 84.8 | 95.1 | 114.7 | 84.6 | . | 84.0 | 95.8 | 83.6
CC1=C(c2cc(-c3ccc(Cl)cc3)nc(=O)[nH]2)C(c2ccccc2)NC(=S)N1 (centres undefined) | 90.7 | 100.4 | 110.7 | 87.9 | . | 121.0 | 98.0 | 83.8
CN(C)C(=O)OC(c1ccc(Cl)cc1)c1ccccn1 (centres undefined) | . | 100.8 | 98.7 | 95.6 | 117.3 | 113.2 | 95.6 | 94.8
O=C(NNc1nc2cc(F)ccc2n2c(CN3CCCC3)ccc12)c1cnccn1 | 21.0 | 13.8 | 40.2 | 12.7 | . | 16.8 | 13.3 | 18.7
Cc1ccc2c(n1)C(=O)C(Cl)=C(Nc1ccc(C(C)C)cc1)C2=O | 46.4 | -53.0* | 145.1 | 75.6 | -93.6* | 105.9 | -77.2* | -65.3*
COc1ccccc1N=C1SCC(=O)N1Cc1ccco1 | 112.1 | 118.1 | 108.4 | 106.8 | 112.2 | 100.9 | 101.2 | 96.2

Full records from above.
`CC1=C(c2cc(-c3ccc(Cl)cc3)nc(=O)[nH]2)C(c2ccccc2)NC(=S)N1` (centres undefined) across the screens: SN12C = 90.7; IGROV1 = 100.4; TK-10 = 110.7; 786-0 = 87.9; RXF 393 = .; SK-OV-3 = 121.0; ACHN = 98.0; UO-31 = 83.8
`N#Cc1c(Nc2ccc(Cl)cc2)n[nH]c1-c1cccs1` across the screens: SN12C = 95.0; IGROV1 = 71.7; TK-10 = 128.4; 786-0 = 95.9; RXF 393 = 86.7; SK-OV-3 = 95.7; ACHN = 91.5; UO-31 = 78.4
`Cn1c(=O)[nH]c(=O)c2nc3c(nc21)-c1ccccc1C3=O` across the screens: SN12C = 96.6; IGROV1 = 108.3; TK-10 = 101.6; 786-0 = 100.9; RXF 393 = 99.3; SK-OV-3 = 110.6; ACHN = 94.2; UO-31 = 83.8

(next part)
SMILES | SN12C | IGROV1 | TK-10 | 786-0 | RXF 393 | SK-OV-3 | ACHN | UO-31
COC(=O)[C@]1(CCSC)N[C@H](c2cn(-c3ccccc3)nc2-c2ccccc2)[C@@H]2C(=O)N(c3ccccc3)C(=O)[C@@H]21 | 96.5 | 113.1 | 107.0 | 90.4 | 126.1 | 97.0 | 93.8 | 82.9
COc1ccc(C(=O)c2cc(F)c(F)c(OC)c2F)c(OC(=O)CCl)c1OC(=O)CCl | 80.5 | 84.6 | 88.6 | 90.6 | 88.3 | 87.3 | 99.7 | 97.6
CC(=O)N1c2ccccc2S(=O)(=O)c2c1ccc1ccccc21 | 97.1 | 95.2 | 101.9 | 100.2 | 114.0 | 108.7 | 98.4 | 75.8
CCOC(=O)c1c(NC(C)=O)sc2c1CCN(C(=O)OC(C)(C)C)C2 | 94.3 | 83.1 | 120.7 | 96.8 | 102.5 | 106.9 | 97.1 | 56.7
O=C(CNc1nnc(-c2ccc(O)cc2)o1)N1c2ccccc2Sc2ccccc21 | 102.8 | 109.4 | 113.6 | 98.3 | 103.6 | 106.7 | 99.1 | 90.5
COc1ccc(/C=N/NC(=O)Cc2csc3nc(-c4ccc(Cl)cc4)cn23)c(OC)c1 | 87.6 | 110.6 | 104.3 | 84.6 | . | 100.4 | 94.5 | 88.9
Cc1ccc(C(F)(F)F)cc1N1CCN(C(=O)[C@@H]2C[C@@H]2c2ccc(S(F)(F)(F)(F)F)cc2)CC1 | 91.3 | 83.4 | 91.8 | 89.0 | 84.9 | 95.0 | 92.6 | 71.6
O=C1NCC(c2cc3ccc4ccccc4c3[nH]c2=O)Nc2ccccc21 (centres undefined) | 79.3 | . | 107.0 | 92.8 | 101.1 | 99.9 | 108.9 | 104.6
COc1cc(OC)c2c(=O)c3c([C@H]4c5c(OC)c(O)c6oc7cc(OC)cc(OC)c7c(=O)c6c5[C@@H]5C=C(C)CC(C)(C)[C@H]45)cc(OC)c(O)c3oc2c1 | 79.3 | 58.8 | 75.6 | 73.1 | 78.9 | 81.7 | 72.7 | 46.3
COc1ccc(-c2nc(SCC(=O)Nc3nc(-c4ccccc4)cs3)[nH]c(=O)c2C#N)cc1 | 108.0 | 88.3 | 117.5 | 100.0 | 96.6 | 81.6 | 103.6 | 59.0
O=C(c1ccc(Cl)nc1)c1cccs1 | 99.0 | . | 129.1 | 110.7 | 115.3 | 106.5 | 100.2 | 86.2
C=C(Cl)[C@@H]1CC[C@]2(CO)CC[C@]3(C)[C@H](CC[C@@H]4[C@@]5(C)CC[C@H](O)C(C)(C)[C@@H]5CC[C@]43C)[C@@H]12 | 90.0 | 109.6 | 106.5 | 96.1 | . | . | 88.7 | 89.8
OC(c1cc(-c2cccc(Cl)c2)nc2ccccc12)C1CCCCN1 (centres undefined) | -5.1* | -61.7* | -63.2* | -82.6* | -46.4* | 48.3 | -0.7* | -44.8*
NNCCc1ccc(NC(=O)CCCc2ccc(C(=O)Nc3ccccc3N)cc2)cc1 | 80.1 | 86.8 | 32.5 | 81.6 | 75.2 | 79.3 | 89.2 | 69.5
Cc1ccc(S(=O)(=O)NC2c3ccccc3Oc3ccccc32)cc1 | . | 93.1 | 89.6 | 88.5 | 91.6 | 101.5 | 88.0 | 79.6
Clc1ccc(N=c2oc3ccccc3cc2-c2cc3ccccc3[nH]2)cc1 | 92.5 | 87.0 | 152.6 | 98.2 | 101.8 | 91.8 | 92.2 | 84.1
C[N+]1(C)CCN(CC(O)(c2ccccc2)C2CCCCC2)CC1 (centres undefined) | . | . | 94.9 | 93.4 | 111.6 | 85.0 | 97.0 | 90.0
Brc1ccc(Nc2nc(Nc3cnc4ccccc4c3)c3[nH]cnc3n2)cc1 | 88.3 | 74.7 | 113.2 | 49.4 | 75.8 | 68.2 | 77.5 | 70.3
c1ccc2c(c1)Nc1nc3ccccc3nc1N2 | 113.3 | 105.0 | 116.8 | 110.4 | 128.6 | . | 103.0 | 98.2
O=c1nc2s/c(=C\C=C\c3ccccc3)c(=O)n2c2nc(-c3ccccc3)c(-c3ccccc3)nc12 | 96.7 | 94.2 | 108.6 | 93.1 | 104.3 | 107.4 | 98.1 | 75.0
COc1ccccc1NC(=O)c1sc(N)c(C#N)c1C | 92.9 | 84.8 | 98.1 | 90.2 | 114.2 | 96.4 | 89.3 | 72.2
O=c1[nH][nH]c(-c2ccc(Cl)cc2)c1-c1nc2ccccc2s1 | 91.7 | 74.0 | 120.8 | 97.9 | 93.0 | 95.7 | 92.5 | 73.7
C=C(C)[C@@H]1CCC2(C(=O)S)CC[C@]3(C)[C@H](CC[C@@H]4[C@@]5(C)CC[C@H](O)C(C)(C)[C@@H]5CC[C@]43C)[C@@H]12 (some centres undefined) | 101.9 | . | 94.2 | 93.8 | 112.3 | 113.0 | 96.3 | 89.5
CC1CN=C(COc2ccccc2Cc2ccccc2)N1 (centres undefined) | 100.8 | 114.0 | 95.9 | 101.3 | 89.7 | 92.0 | 103.6 | 76.6
CC1(C)CN(c2cnc(C(=O)Nc3cc(F)cc4cccnc34)cn2)CCN1 | 72.1 | 36.2 | 79.3 | 78.9 | . | 79.5 | 31.3 | 40.9
Clc1cncc(Nc2ncnc3ccc(-c4cnc5[nH]ccc5c4)cc23)c1 | 95.2 | 28.3 | . | 89.2 | 94.3 | 87.0 | 66.5 | 71.6
O=C(c1ccccc1)c1nn(-c2ccccc2)/c(=N/N=Cc2cn(-c3ccccc3)nc2-c2cc3ccccc3oc2=O)s1 | 95.9 | 91.7 | 100.9 | 98.5 | 105.9 | 120.6 | 99.8 | 72.7
COc1ccc(CC(Cc2ccc(OC)c(OC)c2)NC=O)cc1OC | 94.7 | 115.4 | 123.4 | 119.4 | 112.4 | 104.0 | 102.4 | 80.2
CC(C)CCNC(=O)Cn1ccc2ncccc2c1=O | 97.0 | 114.4 | 103.7 | 115.2 | 110.6 | 109.5 | 102.3 | 95.6
COc1ccc(-c2nc3ccc(C(=O)N=Nc4c(O)[nH]c5ccc(Cl)cc45)cc3[nH]2)cc1 | 113.2 | 110.2 | 115.8 | 111.0 | 106.6 | 108.5 | 108.1 | 101.0
CCCCCCSc1nnc(-c2c(C)nc3ccc(C)cn23)o1 | 87.0 | 78.5 | 113.4 | 75.6 | 101.8 | . | 85.9 | 63.2
CCOC(=O)c1cnc[nH]c1=O | 94.1 | 105.7 | 124.2 | 106.5 | 95.0 | 100.4 | 113.3 | 85.2
COc1ccc(-c2cc(=O)c3c(O)cc(O)cc3o2)cc1 | 82.0&101.9 | 113.0&125.2 | 103.7&118.6 | 106.5&107.0 | 115.9&120.6 | 134.9&111.6 | 97.2&97.5 | -74.8*!
CC(=O)CC(=O)NC1CCCCCC1 | 92.8 | 113.1 | 115.0 | 93.2 | 128.9 | 108.0 | 108.7 | 119.0
CC(=O)C1=C(C)NC(NN)=NC1c1cccc([N+](=O)[O-])c1 (centres undefined) | 102.6 | 97.5 | 123.6 | 98.6 | . | 108.6 | 103.9 | 87.0
NS(=O)(=O)c1ccc(CCn2c(SCC(=O)c3ccc(F)cc3)nc3ccccc3c2=O)cc1 | 103.9 | 108.2 | 102.7 | 97.9 | 108.3 | 99.6 | 103.2 | 87.4
CCCCCC1(C)NCCO1 (centres undefined) | 95.9 | 100.0 | 116.0 | 103.9 | 124.0 | 128.1 | 94.9 | 83.4
Cc1c(N(C)C)c(=O)n(-c2ccccc2)n1C | 103.4&106.9 | 102.7&102.3 | 103.1&96.6 | 106.8&97.0 | 103.9&97.0 | 120.9&112.8 | 95.5&86.3 | 83.9&90.9
CNc1nc(N)cc(Nc2ccc(Br)cc2)n1 | 81.6 | 97.3 | 101.4 | . | 95.7 | . | 87.2 | 81.1
CCOC(=O)C(Nc1cccc(Cl)c1)C(=O)OCC | 105.6 | 95.4 | 102.2 | 97.2 | 130.7 | 104.8 | 101.1 | 84.2
CCOC(=O)c1ccc(NC(=O)CSc2nnc(Cc3ccccc3Nc3c(Cl)cccc3Cl)o2)cc1 | 92.8 | 80.8 | 98.8 | 101.6 | 90.6 | 89.1 | 99.0 | 79.0
Cc1noc(N)c1C(=O)Nc1ccccc1F | 105.2 | 118.7 | 99.2 | 91.1 | . | 106.4 | 106.6 | 93.2
O=C(NCc1ccco1)C1CCN(S(=O)(=O)c2ccc(Br)cc2)CC1 | 71.1 | 99.1 | 113.2 | 93.8 | 113.9 | 111.4 | 85.5 | 86.9
O=C(CCl)Oc1ccc(OC(=O)CCl)cc1 | 87.2 | 93.1 | 113.5 | 82.0 | 109.4 | . | 75.2 | 64.1
CCCCCSc1nnc(-c2c(C)nc3ccc(Br)cn23)o1 | 84.2 | 69.6 | 100.2 | 87.4 | 72.8 | . | 75.9 | 54.1

Compounds from the list above that contain a cyano group, in the order listed:
SMILES | SN12C | IGROV1 | TK-10 | 786-0 | RXF 393 | SK-OV-3 | ACHN | UO-31
N#Cc1c(Nc2ccc(Cl)cc2)n[nH]c1-c1cccs1 | 95.0 | 71.7 | 128.4 | 95.9 | 86.7 | 95.7 | 91.5 | 78.4
COc1ccc(-c2nc(SCC(=O)Nc3nc(-c4ccccc4)cs3)[nH]c(=O)c2C#N)cc1 | 108.0 | 88.3 | 117.5 | 100.0 | 96.6 | 81.6 | 103.6 | 59.0
COc1ccccc1NC(=O)c1sc(N)c(C#N)c1C | 92.9 | 84.8 | 98.1 | 90.2 | 114.2 | 96.4 | 89.3 | 72.2

(cont.)
SMILES | SN12C | IGROV1 | TK-10 | 786-0 | RXF 393 | SK-OV-3 | ACHN | UO-31
O=C1OC(=O)c2ccc(-c3ccc4c(c3)ncn4C3CCCCC3)c3cccc1c23 | 105.6 | 89.3 | 107.4 | 99.7 | 122.6 | 102.0 | 103.6 | 79.0
CC(C)(C)OC(=O)N1C(=O)c2c(c3c4cc(Br)ccc4[nH]c3c3ccc4ccccc4c23)C1=O | 96.3 | 79.4 | 155.0 | 108.8 | 109.0 | 67.5 | 92.8 | 80.9
CCC(=O)OC1CCCCC1C(C)CC (centres undefined) | 101.3 | 104.7 | 97.1 | 96.7 | 114.2 | 103.4 | 106.7 | 91.1
CNc1ccc(/C=C/c2c(F)cccc2F)cc1 | 88.3 | 66.5 | 92.7 | 96.2 | 110.2 | 100.6 | 91.7 | 38.6
